Screening data (PubChem)
Bcl-B Bim block: disrupts Bim peptide binding to human Bcl-B | AID 951 | inhibition, % at 10 µM | 190,000 compounds, 0.073% hits | Q9HD36 | bead-based flow cytometry;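 further: 0% = tracer peptide without compound and 100% = reference inhibitor peptide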
RGS4-Gao reg: modulates binding of RGS4 to human Galphao; P09471; Multiplexed bead flow cytometry; actives lie on both sides; binding response (% of control), % at 10 µM; 220,000 compounds, 0.33% hits; AID 1415; in the data active means binding response below about 49% or above about 150%; inactive means in between;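 further: fluorescent Galphao activated with aluminum fluoride binding bead-coupled RGS4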
RGS7-Gao reg: modulates binding of RGS7 to human Galphao. P09471. Multiplexed bead flow cytometry; actives lie on both sides. binding response (% of control), % at 10 µM. 220,000 compounds, 0.35% hits; in the data active means binding response below about 49% or above about 150%; inconclusive means no clear call, values can overlap the other calls; inactive means in between;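 further: fluorescent Galphao held in activated GDP-AlF4 state binding bead-coupled RGS7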
GSH fluor: GSH bead compound fluorescence profile; GSH beads flow cytometry, compound fluorescence 488/530 nm; hits give high values; 190,000 compounds, 0.25% hits; fluorescence (KMESF) at 10 µM; in the data active means fluorescence above about 89;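 further: glutathione beads carrying GST-tagged Bcl family fusion proteins plus one bare bead set; values are compound well signal with DMSO vehicle wells as background; inactives centre near 16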
Mcl1 Bid PPI: disrupts binding of human Mcl-1 to Bid peptide | 220,000 compounds, 0.97% hits | TR-FRET Mcl-1/Bid-Dy647 peptide binding, 1536-well | Q07820 | inhibition, % at 21.7 µM | AID 1021;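 active means compounds that cut the binding signal by more than half at the single screening dose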;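 further: His-tagged Mcl-1 with europium anti-His antibody binding Bid BH3 peptide; 0% = Mcl-1 plus peptide wells and 100% = peptide-only wells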
Target sequence (Q07820 whole entry, looked up): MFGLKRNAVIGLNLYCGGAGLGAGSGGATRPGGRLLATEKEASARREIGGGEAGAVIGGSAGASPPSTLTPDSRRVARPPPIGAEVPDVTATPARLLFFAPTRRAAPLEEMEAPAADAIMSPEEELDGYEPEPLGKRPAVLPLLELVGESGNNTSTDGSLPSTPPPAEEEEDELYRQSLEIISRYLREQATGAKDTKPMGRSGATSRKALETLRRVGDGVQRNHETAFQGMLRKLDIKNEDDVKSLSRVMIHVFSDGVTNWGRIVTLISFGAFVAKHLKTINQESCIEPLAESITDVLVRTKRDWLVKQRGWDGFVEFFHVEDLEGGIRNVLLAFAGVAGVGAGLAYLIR
Bim-Mcl-1: disrupts Bim peptide binding to human Mcl-1; Q07820; Bead-based flow cytometry, Bim peptide-Mcl-1 binding; inhibition, % at 10 µM; 190,000 compounds, 0.1% hits; AID 1009;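 further: 0% = no compound tracer wells and 100% = peptide blocker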
RGS8-Gao reg: modulates binding of RGS8 to human Galphao; 220,000 compounds, 0.34% hits; P09471; response (percent of control binding), % at 10 µM; multiplexed bead flow cytometry; actives lie on both sides; AID 1423; in the data active means response below about 60% or above about 140%; inactive means in between;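 further: Galphao activated as the GDP aluminium fluoride complex binding bead-coupled RGS8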
Bim-Bcl-XL: human Bim-Bcl-XL interaction inhibition | inhibition, % at 10 µM | AID 1007 | Q07817 | Bim peptide-Bcl-XL binding, bead flow cytometry, fluorescence | 190,000 compounds, 0.04% hits
Target sequence (Q07817 whole entry, looked up): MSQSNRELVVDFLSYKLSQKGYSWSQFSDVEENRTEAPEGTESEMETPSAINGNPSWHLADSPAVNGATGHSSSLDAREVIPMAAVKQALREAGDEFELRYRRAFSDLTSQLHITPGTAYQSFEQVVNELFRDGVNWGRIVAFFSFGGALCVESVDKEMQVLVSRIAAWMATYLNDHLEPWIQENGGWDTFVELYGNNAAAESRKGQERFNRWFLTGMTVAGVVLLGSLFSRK
Bfl-1 Bim block: inhibitors of Bim-Bfl-1 interaction, human; Bead-based flow cytometry, Bim-Bfl-1 binding inhibition; AID 1008; inhibition, % at 10 µM; 190,000 compounds, 0.12% hits; Q16548;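 further: 0% = wells without compound plus tracer and 100% = blocker peptide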
Bcl-2 Bim block: human Bim-Bcl-2 interaction inhibition; inhibition, % at 10 µM; Bead-based flow cytometry, Bim peptide-Bcl-2 binding; 190,000 compounds, 0.06% hits; in the data active means inhibition above about 40%; inconclusive means no clear call, values can overlap the other calls;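 further: 0% = no compound wells with probe peptide and 100% = reference peptide inhibitor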
Bcl-W Bim block: human Bim-Bcl-W interaction inhibition. Q92843. bead-based flow cytometry, Bim peptide-Bcl-W binding. inhibition, % at 10 µM. 190,000 compounds, 0.02% hits. AID 952;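 further: 0% = bound tracer without compound and 100% = peptide blocker; higher means less fluorescent Bim peptide bound to Bcl-W beads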
Target sequence (Q92843 whole entry, looked up): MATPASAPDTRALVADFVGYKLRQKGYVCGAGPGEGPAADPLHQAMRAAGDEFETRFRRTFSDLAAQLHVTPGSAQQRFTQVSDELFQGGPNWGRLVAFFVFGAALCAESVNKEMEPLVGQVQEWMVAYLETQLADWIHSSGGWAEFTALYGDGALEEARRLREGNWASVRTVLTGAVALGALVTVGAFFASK
* hit, by the source's call; ? = inconclusive; [ ] = dose if it differs, or a comment. Unless noted, no stated cut-off is given here; in the data, active means inhibition above about 40%.

SMILES	Bcl-B Bim block	RGS4-Gao reg	RGS7-Gao reg	GSH fluor	Mcl1 Bid PPI	Bim-Mcl-1	RGS8-Gao reg	Bim-Bcl-XL	Bfl-1 Bim block	Bcl-2 Bim block	Bcl-W Bim block
O=C(Cn1nnc(-c2cccs2)n1)OC1CCCCC1	-7	104	102	47	-25	0	102	0	-12	-7	3
NNc1ccc(Cc2ccc(Cl)cc2Cl)nn1	0	97	95	16	-31	-1	98	-1	-3	-3	-3
CCCn1nnc(NC(=O)c2ccc(-c3ccccc3)cc2)n1	-1	98	97	11	-16	-3	99	-1	-4	0	-5
COc1ccc(OC)c(NC(=O)CS(=O)(=O)Cc2nc(-c3ccccc3C)oc2C)c1	-2	100	99	22	-9	0	100	0	-8	-10	1
O=C(Nc1ccccc1C(=O)N1CCOCC1)c1ccco1	-8	100	102	31	-25	-3	102	-7	-16	-9	-1
Cc1ccc(C(=O)Oc2cc(C)[nH]c(=O)c2[N+](=O)[O-])cc1	-2	104	101	11	14	3	102	-2	-7	-2	0
COc1cccc(-c2cc(C(=O)N3CCCCC3C)no2)c1 (configuration not stated)	-6	101	100	27	-6	-4	101	-5	-3	-3	-3
CC(C)CCNC(=O)CCS(=O)(=O)c1cccc2nonc12	-3	98	99	11	-28	0	97	-1	-1	-2	-1
COc1ccc(C(=O)Nc2ccc(SC(F)F)cc2)cc1	-3	95	97	8	-22	0	102	-4	-1	0	-1
Oc1ccc(-c2onc3ccc(Cl)cc23)cc1	-5	118	110	35	-6	-8	144*[activator]	3	-8	-8	-6
CCCCN(Cc1cc2cc(OC)ccc2[nH]c1=O)C(=O)c1ccccn1	-8	104	103	16	65*	-3	101	-3	0	0	-4
O=C(NC(=O)c1cccc(F)c1)OC[C@@H]1CCCN2CCCC[C@H]12	-4	101	99	12	-36	0	99	-3	-11	-5	0
Cc1cc(O)cc(O)c1C(=O)Cc1cscn1	-7	101	99	47	-61	-1	99	5	-10	-9	2
COc1ccc2nc3oc(C(=O)N4CCN(c5cccc(Cl)c5)CC4)cc3cc2c1	-1	93	90	10	-15	-4	95	-3	0	-3	0
N#Cc1cc(C(=O)c2cc(Br)ccc2O)cn(C2CC2)c1=O	0	103	100	26	-40	-2	99	1	3	0	1
CCN1CCc2c(OCc3ccc(C(=O)OC)o3)cccc2C1=O	-3	90	92	15	92*	-1	99	-2	-7	-4	-2
Cc1ccnc(NC(=O)CSc2nnc3c(n2)[nH]c2ccccc23)c1	0	99	101	9	-20	1	101	0	-4	-2	-1
Cc1nn(C)c(-c2n[nH]c(=S)n2Cc2ccco2)c1Cl	-6	94	92	15	-33	-3	84	-3	-14	-7	1
Cc1n[nH]c(=S)n(NC(=O)CC(=O)Nn2c(=S)[nH]nc(C)c2=O)c1=O	0	105	?	15	-52	1	105	0	-3	2	0
COc1ccccc1-c1nc(C#N)c(N2CCC(C(N)=O)CC2)o1	3	107	105	10	-15	0	104	-2	1	3	0
Cc1[nH]ccc(=O)c1OCc1ccccc1	-11	103	99	50	-17	-8	100	-10	-9	-9	2
O=c1cc(-c2ccccc2)nc2n1Cc1ccccc1-2	-9	95	98	30	-18	0	100	-1	-12	-6	-1
COc1ccc(NC(=O)n2nc(OC(=O)c3cccs3)cc2N)cc1	-8	92	92	22	-12	-2	99	1	-4	2	0
CC1=C(C(=O)OCC(C)C)C(c2cc3c(cc2Br)OCO3)NC(=O)N1C (configuration not stated)	-1	95	90	15	-15	1	77	0	-1	0	0
C=CCn1c(SCC(=O)Nc2ccc(F)cc2)nc2cc(C(=O)O)ccc2c1=O	-5	97	91	12	7	-2	102	0	-3	0	-3

Carrying on.
SMILES	Bcl-B Bim block	RGS4-Gao reg	RGS7-Gao reg	GSH fluor	Mcl1 Bid PPI	Bim-Mcl-1	RGS8-Gao reg	Bim-Bcl-XL	Bfl-1 Bim block	Bcl-2 Bim block	Bcl-W Bim block
CCOC(=O)c1[nH]c(C)c(/C(O)=C2\C(=O)C(=O)N(CCCn3ccnc3)C2c2ccncc2)c1C (configuration not stated)	-8	100	102	24	0	-2	102	-9	-22	-13	-2
CCOc1ccc(-c2nnc(NC(=O)CCCOc3cccc(C)c3)o2)cc1	-5	101	107	12	-41	3	99	0	-4	-2	2
O=C(O)CSc1nc2ccccc2n1C1CCCCC1	-4	98	104	10	50	-2	98	-2	-6	-6	-2
Cn1c(SCC2CCCCC2)nnc1-c1ccncc1	-3	101	103	19	-34	0	101	-4	-14	-11	-2
CCOC(=O)CCC(NC(=O)c1ccc(NCN2C(=O)c3ccccc3C2=O)cc1)C(=O)OCC (configuration not stated)	-9	99	97	24	-28	-1	100	-1	-9	-7	2
COc1ccc(C(=O)Nn2c(SCC(=O)c3ccccc3)nc3ccccc3c2=O)cc1	1	100	100	8	1	6	101	5	2	2	4
O=C(Cn1cnc2c(cnn2-c2ccccc2)c1=O)OCc1ccccc1	-5	97	99	14	-3	-1	101	-4	-12	-8	1
C/C(=N\S(=O)(=O)c1ccc(C)cc1)NC(=S)Nc1ccccc1	-5	101	?	14	-34	0	98	-3	-4	0	-4
O=C(CSc1nnnn1-c1ccccc1)Nc1ccc(N2CCOCC2)cc1	-8	97	?	15	-26	-1	99	-3	0	-2	1
CCOC(=O)C1CCN(C(=O)c2ccc(Br)o2)CC1	-6	102	106	33	-18	0	101	-3	-10	-7	-1
CN(C)C=Nc1nc2ccccc2nc1N1CCCC1	0	97	101	10	-26	2	100	0	-2	0	3
CCOC(=O)c1ccccc1NC1OC(=O)c2ccccc21 (configuration not stated)	-2	99	98	26	-23	0	100	-5	-2	-2	-1
O=c1[nH]cnc2sc(-c3ccccc3)cc12	-3	90	99	8	-5	3	96	0	-9	-5	8
CCCCN(C)CCCNC(=O)C1CC(=O)N(Cc2ccc(OC)cc2)C1 (configuration not stated)	0	101	98	14	-2	-1	102	-2	-2	0	-3
O=c1cc2c(nn1Cc1cccc(Cl)c1)-c1ccccc1CC2	-9	104	103	51	13	-1	101	4	-12	-8	0
Cc1cc(=O)oc2cc(OCCSc3nnc(-c4ccccc4)o3)ccc12	0	108	105	20	-39	2	102	-4	0	1	0
Cn1cccc1C(=O)OCC(=O)NC(=O)NC1CCCCC1	-2	108	?	16	-19	0	104	0	-4	-2	-1
CCN(Cc1ccccc1)C(=O)COC(=O)CNC(=O)c1ccc(C)s1	2	99	101	62	2	-1	99	2	0	0	0
COc1cc(C)c(S(=O)(=O)Nc2ccc(CC(=O)O)cc2)cc1C	-7	101	99	23	0	-4	101	-6	-16	-7	-4
CC(NC(=O)c1ccc(OC2CCN(S(=O)(=O)N(C)C)CC2)cc1)C1CC1 (configuration not stated)	0	100	100	28	7	0	95	0	4	3	0
COc1ccc(C(=O)C2CCN(C(=S)NCC3CCCO3)CC2)cc1 (configuration not stated)	0	101	103	20	-42	-7	102	-6	5	-1	0
Cc1noc(C)c1COC(=O)c1ccc2c(c1)S(=O)(=O)c1ccccc1C2=O	0	100	93	22	1	0	99	0	0	0	0
CC1CCCN(c2ccc(C(=O)NCc3cccs3)cn2)C1 (configuration not stated)	-6	104	102	24	2	-5	103	-5	-21	-9	-4
C=CCOn1c(=O)c(-c2ccc(OC)cc2)[n+]([O-])c2ccccc21	1	96	101	13	-25	3	98	0	0	3	1
Nc1nnc(SCC(=O)OCC(=O)Nc2ccc(Br)cc2F)s1	-5	103	104	12	-11	-3	107	-6	-9	-6	-3

Single records, from the list above. Values in the order: Bcl-B Bim block, RGS4-Gao reg, RGS7-Gao reg, GSH fluor, Mcl1 Bid PPI, Bim-Mcl-1, RGS8-Gao reg, Bim-Bcl-XL, Bfl-1 Bim block, Bcl-2 Bim block, Bcl-W Bim block
Entry for O=c1cc2c(nn1Cc1cccc(Cl)c1)-c1ccccc1CC2 → -9, 104, 103, 51, 13, -1, 101, 4, -12, -8, 0
Entry for CCN(Cc1ccccc1)C(=O)COC(=O)CNC(=O)c1ccc(C)s1 → 2, 99, 101, 62, 2, -1, 99, 2, 0, 0, 0
Entry for CCOC(=O)CCC(NC(=O)c1ccc(NCN2C(=O)c3ccccc3C2=O)cc1)C(=O)OCC (configuration not stated) → -9, 99, 97, 24, -28, -1, 100, -1, -9, -7, 2
Entry for CCOC(=O)C1CCN(C(=O)c2ccc(Br)o2)CC1 → -6, 102, 106, 33, -18, 0, 101, -3, -10, -7, -1
Entry for COc1ccc(C(=O)C2CCN(C(=S)NCC3CCCO3)CC2)cc1 (configuration not stated) → 0, 101, 103, 20, -42, -7, 102, -6, 5, -1, 0

Continuation:
SMILES	Bcl-B Bim block	RGS4-Gao reg	RGS7-Gao reg	GSH fluor	Mcl1 Bid PPI	Bim-Mcl-1	RGS8-Gao reg	Bim-Bcl-XL	Bfl-1 Bim block	Bcl-2 Bim block	Bcl-W Bim block
O=C(NCCc1ccccc1)C(=O)Nc1ccc2c(c1)OCCO2	-3	101	99	19	10	-1	100	0	-5	1	2
CNC(=O)NC(=O)CSc1nc2ccccc2n1CCOC	0	106	107	24	-13	-2	104	1	0	-3	-1
Cc1ccc(C(=O)NCCCn2ccnc2)o1	-10	98	102	25	62*	-2	100	-3	-11	-6	-1
C/C(=C\c1ccccc1)C(=O)Nc1cc(C)on1	-8	101	101	26	9	-4	102	-5	-14	-7	-5
COc1ccc(CCCc2nnc(SCC(=O)Nc3cc(C)ccc3C)o2)cc1	-8	90	91	43	14	0	94	-3	-13	-9	1
Cc1cc(C)c(S(=O)(=O)Nc2ccc3c4c(cccc24)CC3)c(C)c1	-4	92	92	25	0	1	100	0	3	0	0
CCN(CC)CCCNC(=O)CSc1nc(-c2ccc(F)cc2)cc(C(F)(F)F)n1	-3	86	92	11	7	0	94	-2	-6	-4	-3
O=C(NCc1ccco1)c1ccccc1NS(=O)(=O)c1ccc(Br)s1	0	93	93	8	-6	1	98	-3	0	-2	-1
